# Tn6 DDE FP – DD(E)-Tn6 binding inhibition, primary FP screen. Fibrin DD(E) TRITC-Tn6 fluorescence polarization displacement. inhibition, % at 8.3 µM. P02675. 370,000 tested, 0.21% active;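 active means inhibition above a per-campaign cutoff: mean of compounds within control limits plus 3 SD, cut at about 15% in these data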;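 further: 0% = median of all compound wells on the plate and 100% = blocking peptide control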
# Target sequence (P02675 whole entry, looked up): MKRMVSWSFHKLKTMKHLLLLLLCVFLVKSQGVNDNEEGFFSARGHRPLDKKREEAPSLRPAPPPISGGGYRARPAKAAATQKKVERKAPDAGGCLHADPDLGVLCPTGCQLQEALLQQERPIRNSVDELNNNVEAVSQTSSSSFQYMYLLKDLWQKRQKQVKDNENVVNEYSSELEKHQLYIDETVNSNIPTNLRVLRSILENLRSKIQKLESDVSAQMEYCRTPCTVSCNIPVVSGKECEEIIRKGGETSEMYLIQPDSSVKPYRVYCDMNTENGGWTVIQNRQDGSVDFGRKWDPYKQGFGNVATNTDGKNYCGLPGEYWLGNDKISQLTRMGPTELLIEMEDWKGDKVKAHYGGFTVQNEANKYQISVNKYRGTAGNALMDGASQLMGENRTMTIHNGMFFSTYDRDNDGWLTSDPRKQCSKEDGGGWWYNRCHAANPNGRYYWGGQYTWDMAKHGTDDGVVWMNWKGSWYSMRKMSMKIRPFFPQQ
# KLK7 zymogen act – activators of human kallikrein-7 zymogen; AID 652039; 370,000 tested, 0.9% active; activation, % at 7 µM; P49862; purified proKLK7, EDANS-DABCYL substrate fluorescence; 100% is mature enzyme control, 0% vehicle;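 active means activation above the mean of all tested compounds plus 3 SD, computed per campaign excluding outliers beyond control limits, cut at about 13% in these data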
# LEDGF integ inh – blocks HIV-1 LEDGF/p75-dependent DNA integration. TR-FRET IN-LEDGF/p75 DNA integration, Eu/Cy5. inhibition, % at 3.7 µM. 370,000 tested, 0.64% active;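 active means inhibition above the screen-wide mean plus 3 SD, cut at about 13% in these data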;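 further: signal is the Cy5 over europium emission ratio at 671 and 618 nm; 0% = plate median of compound wells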
# TCR CD3 inh – blocks the human TCR-CD3 interaction; inhibition, % at 9.4 µM; TAMRA-labeled TCR probe fluorescence, biochemical; 360,000 tested, 0.37% active; in the data active means inhibition above about 19%;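 further: recombinant mutant TCR 2C K166C tagged with TAMRA read by polarization; 0% = receptor in buffer alone and 100% = receptor with positive control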
# PRMT1 inh – inhibitors of human PRMT1; Q99873; 370,000 tested, 1.3% active; inhibition, % at 2.79 µM; recombinant PRMT1, activity-based probe fluorescence polarization;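 active means inhibition above about 21% made by adding two undisclosed values, limit read from the data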
# Tn7 DDE FP – inhibitors of Tn7 peptide binding to human fibrin DD(E) | inhibition, % at 8.3 µM | AID 720508 | 370,000 tested, 0.13% active | FP displacement of FITC-Tn7 peptide from fibrin DD(E); 0% = median of compound wells per plate | P02675;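 active means inhibition above the mean of compounds falling within the control limits plus 3 SD of them, cut at about 14% in these data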;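 further: 0% = plate median of compound wells and 100% = 10 µM Aha-Tn7 peptide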
#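 Assay system: Human fibrin DD(E) protein | Medium: Tris buffer with calcium and detergent, pH 7.8 | Reagent: 0.1 µM fluorescent Tn7 | Compound dosing: Single point at 8.3 µM | Times: 10 min preincubation, 3 h with tracer, room temperature | Detection: Fluorescence polarization of the labelled Tn7 tracer | Controls: Aha-Tn7 high control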
# SIAE inh – blocks human sialic acid acetylesterase | SIAE FP-Rh probe binding, fluorescence polarization | inhibition, % at 9.66 µM | AID 1053197 | 370,000 tested, 0.69% active | Q9HAT2;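 active means inhibition above a cutoff: mean of compounds within the control limits plus 3 SD of those, cut at about 17% in these data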;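 further: 0% = plate median of compound wells and 100% = probe without SIAE protein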
# Target sequence (Q9HAT2 whole entry, looked up): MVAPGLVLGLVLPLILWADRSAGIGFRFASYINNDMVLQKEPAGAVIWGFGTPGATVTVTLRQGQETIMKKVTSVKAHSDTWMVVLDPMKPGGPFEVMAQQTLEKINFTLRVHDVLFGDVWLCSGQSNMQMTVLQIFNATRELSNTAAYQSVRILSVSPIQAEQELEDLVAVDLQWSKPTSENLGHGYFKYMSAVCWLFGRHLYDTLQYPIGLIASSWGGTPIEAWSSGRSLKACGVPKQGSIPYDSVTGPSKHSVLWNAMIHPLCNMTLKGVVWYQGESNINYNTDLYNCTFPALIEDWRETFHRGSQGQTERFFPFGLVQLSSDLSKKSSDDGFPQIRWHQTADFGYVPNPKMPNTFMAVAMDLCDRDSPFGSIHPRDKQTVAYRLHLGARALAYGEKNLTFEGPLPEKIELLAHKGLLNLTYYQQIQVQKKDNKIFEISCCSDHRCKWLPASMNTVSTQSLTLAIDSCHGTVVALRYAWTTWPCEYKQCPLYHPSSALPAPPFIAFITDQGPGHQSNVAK
# TDP2 absorb – blocks human TDP2 phosphodiesterase activity | 370,000 tested, 0.34% active | inhibition, % at 12.8 µM | recombinant TDP2, T5PNP hydrolysis, p-nitrophenol absorbance 415 nm;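 active means inhibition above the mean of all tested compounds plus 3 SD, set per campaign, cut at about 25% in these data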;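 further: 0% = DMSO with enzyme and 100% = buffer with substrate but no TDP2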
#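 System: recombinant human TDP2 / Amount: 120 nM TDP2 per well / Also added: 5 mM T5PNP chromogenic substrate / Doses: 12.8 µM single point, 1% DMSO / Incubation: 2 h at 37 °C / Detection: p-Nitrophenol epi absorbance / Evaluation: % inhibition relative to enzyme-containing and enzyme-free wells / Repeats: singlicate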
# UHRF1 MBD2 ctr – UHRF1 methyl-DNA binding inhibition; Q96T88; UHRF1 binding to methylated oligo, TR-FRET; inhibition, % at 4.4 µM; 370,000 tested, 0.75% active; AID 687016; in the data active means inhibition above about 21%;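 further: UHRF1 SRA domain binding a hemimethylated CpG hairpin DNA probe; 0% = median of test compound wells and 100% = reference inhibitor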
# MBD2 inh – blocks human MBD2 binding to methylated DNA. inhibition, % at 4.4 µM. 370,000 tested, 0.31% active. TR-FRET, MBD2 binding to methylated oligonucleotide. Q9UBB5. AID 686964; in the data active means inhibition above about 13%
# * hit, by the source's call; · = no result given. Outcome played no part in choosing rows; about 4.6% have a hit in one of these screens.
# Values in the order: TCR CD3 inh, SIAE inh, Tn6 DDE FP, KLK7 zymogen act, UHRF1 MBD2 ctr, TDP2 absorb, Tn7 DDE FP, MBD2 inh, PRMT1 inh, LEDGF integ inh
1) Cn1nc(-c2ccc(Cl)cc2)c2cc(C(=O)NCCN3CCOCC3)sc21
  -7, -9, -11, -5.5, 2, -8, 5, 5, 7, -1
2) c1coc(Cn2c(-c3ccco3)nc3ccccc32)c1
  6, -4, 0, -0.4, 0, -1, -4, 4, 17, 5
3) Cc1cc(C)nc(CCNC(=O)c2cc(COc3ccc(F)cc3F)on2)n1
  2, 1, 2, 0.1, 1, 7, 8, -1, -1, -3
4) CCOC(=O)c1c(C)[nH]c(C)c1C(=O)COC(=O)[C@@H](NC(=O)c1ccco1)C(C)C
  1, 9, 0, 0.6, -1, -2, -8, 3, -6, 1
5) COc1cccc(/C=C2/C(=O)NN(c3ccc(Br)cc3)C2=O)c1O
  3, -1, 1, -0.2, 0, 3, 6, 5, 0, -2
6) O=C(CN1CCCCCC1)Nc1c(Cl)cc(Cl)cc1Cl
  0, 10, -10, 0.4, -1, -9, 1, 1, -8, 8
7) NC(=O)Cc1ccc(C(=O)c2ccc(F)cc2)s1
  -5, -3, 6, 0.0, 2, 4, 3, -5, 1, 0
8) Cc1onc(-c2c(Cl)cccc2Cl)c1C(=O)Nc1ccc(C(N)=O)cc1
  1, 1, -4, 0.1, 3, -1, 3, 1, 4, -3
9) COc1ccc(C)cc1NC(=O)c1cc2ccccc2cc1OCC(=O)NCc1ccco1
  -11, -7, 5, -0.9, 4, -15, 3, -5, -1, 0
10) COc1ccc(CCNc2c(N)n(Cc3ccccc3)c(=O)[nH]c2=O)cc1OC
  8, -7, 3, 0.9, -3, 2, 9, 4, 2, 0
11) CCN1C[C@@H]2[C@@H]3C(=O)N(C)C(=O)[C@@H]3[C@](Cc3ccccc3)(C1=O)N2C(=O)c1ccccc1
  4, 0, 1, -1.0, 1, 5, 3, 0, -2, -2
12) COc1cc(C(=O)Nc2ccc3c(c2)ncn3C(C)(C)C)cc(OC)c1OC
  1, 4, -6, 0.6, -2, 14, -4, 5, -1, -2
13) CCc1nc2ccc(C(=O)Nc3cccc(OCC(=O)N(C)C)c3)cn2c1N(CC)CCOC
  6, -2, 0, 0.2, 0, -2, -10, -2, 1, 1
14) Cc1csc(NC(=S)Nc2cccc(Cl)c2)n1
  5, 6, 2, -0.6, -1, 14, -1, -2, 3, 7
15) C#CCOc1ccc(Br)cc1C(c1c(C)[nH][nH]c1=O)c1c(C)[nH][nH]c1=O
  -2, 4, 1, -0.6, -9, 17, 0, -7, 0, 3
16) COc1ccccc1C1CCCN1Cc1nc(-c2ccc(C)s2)oc1C (configuration not stated)
  6, 3, 6, 0.5, -5, 8, -2, 4, -4, 1
17) COc1ccc(C2=CN(Cc3ccccc3)CCC2=O)cc1
  11, 15, -2, 0.1, -3, 7, 5, 3, 0, -2
18) CC(C)(C)n1nc2c(c1NC(=O)c1ccc(S(=O)(=O)N3CCCC3)cc1)CS(=O)C2 (configuration not stated)
  4, 3, 3, 0.4, 1, -9, 0, -6, -2, 0
19) CC1(C(=O)Nc2ccc3c(c2)OCCO3)CC1(Cl)Cl (configuration not stated)
  -5, 2, -5, 0.1, 0, 11, -6, 0, 3, -4
20) O=C(Nc1cc(S(=O)(=O)N2CCCCCC2)ccc1OCC(F)(F)F)C1CCC1
  1, -3, -7, 0.5, -1, 9, -2, -1, -3, 2
21) NC(=O)C1CCN(c2oc(-c3ccccc3)nc2S(=O)(=O)c2ccc(Br)cc2)CC1
  5, 4, 1, -0.4, -2, -12, 4, 0, 5, -3
22) CCCCc1ccc(S(=O)(=O)NC(=O)C2(C)CCN2C(=O)c2cccc(F)c2)cc1 (configuration not stated)
  0, -1, -3, 0.3, 0, 2, -8, -2, -6, 1
23) O=C(CCCN1C(=O)/C(=C/c2ccccc2Cl)SC1=S)NNC(=O)c1ccncc1
  4, -4, 7, 0.5, -2, 19, -8, -6, 3, -2
24) C=C1C[C@@H]2C[C@@H]2CN(S(=O)(=O)c2ccc(C)cc2)[C@@H]1c1ccco1
  -3, -4, -9, 0.7, -3, 3, -1, 3, 8, -1
25) CC1(C)Cc2cccc(OCC(=O)NCCOc3ccccc3)c2O1
  7, 2, -2, -0.3, 4, -7, 2, 1, 1, 0
26) COc1ccc(CCNC(=O)CSc2nc3sc(C(=O)O)c(C)c3c(=O)[nH]2)cc1OC
  3, -8, -2, -1.1, 2, -1, 4, 2, 4, -3
27) CCOC(=O)C1CCN(S(=O)(=O)c2ccc3[nH]c(=O)ccc3c2)CC1
  -1, -1, 6, 0.7, 0, -3, 7, -2, -3, -1
28) CCN(CC(=O)NCc1cccs1)CC(=O)Nc1c(Cl)ccc(C)c1Cl
  3, -1, 14, -0.5, 7, 0, 1, -3, -2, 1
29) COc1cccc(OC)c1C(=O)Nc1nnc(-c2cccs2)s1
  3, 4, 1, 0.1, -3, -12, -5, 0, 13, 0
30) COC(=O)CCc1c[nH]c2ccc([N+](=O)[O-])cc12
  -3, -2, -2, 1.2, 14, -5, -3, 3, 5, -1
31) C=CCn1c(CCC(O)CCCCC)n[nH]c1=S (configuration not stated)
  -2, 3, 5, -0.4, -1, 10, 0, 1, 1, 2
32) COC(=O)C1CCN(CC(=O)N(C)c2c(N)n(Cc3ccccc3)c(=O)[nH]c2=O)CC1
  3, 0, 4, -0.7, 0, -7, -6, -8, -1, 2
33) CC(NC(=O)c1ccc(C(F)(F)F)cc1)C(c1ccccc1)N1CCOCC1 (configuration not stated)
  3, -1, 8, 0.7, -2, -7, 4, 0, 1, 0
34) O=C(CCCN1C(=O)/C(=C/c2cccs2)SC1=S)Nc1cc([N+](=O)[O-])ccc1O
  -2, -4, -8, 0.1, 16, -10, -3, 2, 8, -3
35) Cc1cccc(-c2ncc(CN3CCN(CCC(C)C)C(CCO)C3)cn2)c1 (configuration not stated)
  -1, 0, -1, 0.4, 0, -5, -8, 2, 0, -1
36) CCn1c(=O)c(C(=O)NNC(=O)c2cccc(Cl)c2)c(O)c2ccccc21
  -4, 3, 7, -0.6, -4, 10, 5, 2, -3, -1
37) CCc1cc(C)cc(OCCOc2ccccc2/C=N/NC(C)=O)c1
  2, -3, 1, -0.5, -1, -3, 11, 5, -2, 2
38) CC1=CC2C(C(O)CC3(C)C2CC(C)C32OCOC23COCO3)C2(C)C/C(=C\O)C(=O)C=C12 (configuration not stated)
  -5, -5, 0, 3.0, -3, 1, -4, -1, 4, 7
39) COc1ccc(/C=C2/C(=O)ON=C2C)cc1Br
  -1, -7, -1, 0.3, 1, 19, -6, 2, 3, 0
40) CC1(C)CC2c3cccc(C(=O)O)c3C(=O)N2c2c1ccc1ccccc21 (configuration not stated)
  7, 3, 3, 0.6, 2, 4, -2, 2, 1, 0
41) Cc1ccc(C(=O)C(=O)c2ccc(C)c(N)c2)cc1N
  0, 0, -1, 0.6, 1, 9, 5, 1, 3, -5
42) O=C(O)CCNc1cc(N2CCN(C(=O)c3ccco3)CC2)c2noc3c2c1C(=O)c1ccccc1-3
  34*, 30*, 46*, 0.0, 12, 38*, -4, -10, 25*, -1
43) COc1ccc(Br)cc1CN(C)CC(=O)Nc1cc([N+](=O)[O-])ccc1OC
  4, 1, -8, 0.6, -1, 5, -2, 2, 0, 1
44) Clc1ncc(CSc2ccccc2)s1
  -3, -2, -9, 0.3, 4, -8, -5, -1, -1, 2
45) Brc1ccccc1OCCOc1cccc2cccnc12
  4, 5, 4, -0.7, 1, -11, -2, -3, -4, -4
46) Cn1c(O)c(C2=c3ccccc3=NC2=O)[nH]c1=S
  -5, -2, -7, 0.4, 1, -6, 4, -4, -1, 0
47) CCOc1ccccc1NCN1C(=O)c2ccccc2C1=O
  -1, -5, 3, 0.4, 0, -2, -2, 2, -3, 0
48) O=C1[C@H](Cc2ccccc2)NCC=CC[C@@H](c2ccc(Cl)cc2)N1Cc1ccccc1
  2, 3, -3, 0.1, -4, 3, -2, 4, 0, -1
49) Cn1c(SCCc2ccccc2)nnc1-c1ccco1
  ·, -3, -4, -0.2, 1, -6, 5, 7, 15, -4
50) O=C1c2cccc3cccc(c23)C(=O)N1Cc1cccnc1
  4, -13, -7, 0.3, -1, -6, 1, -4, 2, -2
51) O=C(CSc1nnnn1-c1ccc(F)cc1)NC1CCCCC1
  -10, -1, 2, 0.6, 7, 0, 7, -1, 1, -3
52) COc1cccc(C(=O)N(C)Cc2c(C)nn(C3CCS(=O)(=O)C3)c2C)c1 (configuration not stated)
  -5, 4, 5, -0.3, 2, -3, -5, -2, -2, 1
53) CCOCC(=O)N1CCCC(C(=O)OCC)C1 (configuration not stated)
  7, 0, 1, 0.5, -2, -2, 2, 3, 0, 3
54) C1CN(c2nc3nonc3nc2N2CCSCC2)CCO1
  6, 7, 3, 0.0, 0, -25, -5, -2, -6, -4
55) CC(=O)Nc1ccc(C(/C=C/c2ccccc2)Cc2ccccc2)cc1 (configuration not stated)
  ·, -10, -1, -0.4, -1, 2, 4, 0, 0, -3

# An excerpt of these results, with each value named.
[52] COc1cccc(C(=O)N(C)Cc2c(C)nn(C3CCS(=O)(=O)C3)c2C)c1 (configuration not stated)
  TCR CD3 inh: -5; SIAE inh: 4; Tn6 DDE FP: 5; KLK7 zymogen act: -0.3; UHRF1 MBD2 ctr: 2; TDP2 absorb: -3; Tn7 DDE FP: -5; MBD2 inh: -2; PRMT1 inh: -2; LEDGF integ inh: 1
[53] CCOCC(=O)N1CCCC(C(=O)OCC)C1 (configuration not stated)
  TCR CD3 inh: 7; SIAE inh: 0; Tn6 DDE FP: 1; KLK7 zymogen act: 0.5; UHRF1 MBD2 ctr: -2; TDP2 absorb: -2; Tn7 DDE FP: 2; MBD2 inh: 3; PRMT1 inh: 0; LEDGF integ inh: 3
[54] C1CN(c2nc3nonc3nc2N2CCSCC2)CCO1
  TCR CD3 inh: 6; SIAE inh: 7; Tn6 DDE FP: 3; KLK7 zymogen act: 0.0; UHRF1 MBD2 ctr: 0; TDP2 absorb: -25; Tn7 DDE FP: -5; MBD2 inh: -2; PRMT1 inh: -6; LEDGF integ inh: -4
[55] CC(=O)Nc1ccc(C(/C=C/c2ccccc2)Cc2ccccc2)cc1 (configuration not stated)
  TCR CD3 inh: ·; SIAE inh: -10; Tn6 DDE FP: -1; KLK7 zymogen act: -0.4; UHRF1 MBD2 ctr: -1; TDP2 absorb: 2; Tn7 DDE FP: 4; MBD2 inh: 0; PRMT1 inh: 0; LEDGF integ inh: -3

# Compound activity: PubChem BioAssay, The Scripps Research Institute Molecular Screening Center
